# Menin-MLL TR inh = inhibitors of human menin-MLL interaction, mutant MLL peptide. O00255. Menin + Texas Red MLL mutant peptide, fluorescence polarization. Potency, µM (highest dose often 61.6 µM), without a hit: at the highest dose FP activity change, negative = inhibition, most hits filed as inhibitors. 0.23% of 270,000 active; active = well fitted inhibition curve with a large enough effect in the polarisation, with a control signal flat, not every such curve was filed as active; inconclusive = small, poorly fitted or top-dose-only effect, or effect the other way, or a change in a side signal; inactive = no such curve, though single readings can be large or run the other way; the % refers to the polarisation; note: potency is the fitted concentration of half-maximal effect; % of control where 0% means no effect; many of its hits are not listed in these tables
# TSHR antagonist = human thyrotropin receptor antagonism; P16473; TSHR-expressing cells, TSH-stimulated cAMP HTRF, 2 h; active compounds read low; activity change, negative = inhibition, % at 11.5 µM; 0.2% of 330,000 active; AID 504810;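 active = activity change below a set negative limit, meaning inhibition stronger than a set level, cut at about -70% in these data; inconclusive = activity change between two set negative limits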; note: % is set by controls: 0 for no effect and ±100 for the full control effect
#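 Competitive HTRF cAMP read-out (cryptate anti-cAMP antibody, cAMP-d2; 30 min, room temperature) in freshly harvested TSHR cells. Compounds added before TSH at EC80 (4nM final), followed by 2 hours' incubation at 37 deg C.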
# Integrin act MD = activates integrin-mediated alleviation for muscular dystrophy; 0.064% of 350,000 active; alpha7betagal myoblasts, beta-gal FDG fluorescence, 48 h; Potency, µM (top dose mostly 38.3 µM), without a hit: top-dose activation, actives largely listed as activators;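 note: potency is the fitted concentration of half-maximal effect; 100% = response of the positive control SU9516; nearly all actives have a fitted effect of over 60% in size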
#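 Alpha7betagal+/- myoblasts (passage 13) were plated 16-24 hr, then exposed to compounds (1:260 dilution of DMSO stock) for 48 hours at 37C. After MPER lysis, β-galactosidase reporter activity was read as FDG fluorescence (ex 480/em 540) after 30 minutes.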
# TCR act = activators of T cell receptors | primary human leukocytes, anti-CD3, IL-2 HTRF, 48 h | Potency, µM (titrated, usually from 9.22 µM), inactives show at the top dose activation of IL-2 secretion, hits mostly activators | 330,000 tested, under 10 active; note: % of control where 0% means no effect
#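 TCR engagement came from a-CD3 beads alone, with compounds added to primary human leukocytes for 48 hr. Secreted IL-2 bridged europium cryptate- and d2-labelled anti-IL-2 antibodies, giving FRET emission at 665nm after 320nm excitation.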
# PTAP TSG101 blk = blocks PTAP/TSG101 interaction to inhibit HIV-1 budding | Q99816 | Fluorescence polarization, FITC-PTAP peptide / Tsg101 binding | Potency, µM (series often up to 115 µM), for inactives: at the top dose activity change, negative = inhibition, usual class: inhibitors | 340,000 tested, under 10 active; active = well fitted inhibition curve with a large enough effect in the main read-out, with a control signal flat, not every such curve was filed as active; inconclusive = small, poorly fitted or top-dose-only effect, or effect the other way, or a change in a side signal; inactive = no such curve, though single readings can be large or run the other way; note: potency is the fitted concentration of half-maximal effect; % of control where 0% means no effect
#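 Tsg101 binding domain (10 uM final) was mixed with compound and a FITC-labeled PTAP peptide (50 nM final) in HEPES pH 7.5 buffer with NaCl, Tween 20, EDTA and TCEP; fluorescence polarization was read after 20 min at r.t.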
# CXXC DNA block = inhibitors of human MLL CXXC domain-DNA interaction. Q03164. MLL-CXXC / FITC-HOXA9 DNA fluorescence polarization. Potency, µM (doses to about 115 µM), inactives show at the top dose activity change, negative = inhibition, actives largely listed as inhibitors. 0.037% of 290,000 active. AID 2662; active = well fitted inhibition curve with a large enough effect in the polarisation, with a control signal flat, not every such curve was filed as active; inconclusive = small, poorly fitted or top-dose-only effect, or effect the other way, or a change in a side signal; inactive = no such curve, though single readings can be large or run the other way; the % refers to the polarisation; note: potency is the fitted concentration of half-maximal effect
#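 Steps: dispense CXXC domain solution (7 uM) → pin compounds or unlabeled HOX-A9 DNA control → 5 min ambient → add FLSN-HOX-A9 solution (50 nM) → spin → 30 min ambient → fluorescence polarization. Tris pH 7.5/NaCl/DTT/BSA buffer.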
# ASM inhibitor = inhibitors of human secretory acid sphingomyelinase. P17405. placental ASM, HMU-PC fluorogenic substrate, 60 min. Potency, µM (highest dose often 57.5 µM), without a hit: at the highest dose activity change, negative = inhibition, hits mostly inhibitors. 0.006% of 340,000 active. AID 504937; note: potency is the fitted concentration of half-maximal effect
# Target sequence (P17405 47-631 limits assumed): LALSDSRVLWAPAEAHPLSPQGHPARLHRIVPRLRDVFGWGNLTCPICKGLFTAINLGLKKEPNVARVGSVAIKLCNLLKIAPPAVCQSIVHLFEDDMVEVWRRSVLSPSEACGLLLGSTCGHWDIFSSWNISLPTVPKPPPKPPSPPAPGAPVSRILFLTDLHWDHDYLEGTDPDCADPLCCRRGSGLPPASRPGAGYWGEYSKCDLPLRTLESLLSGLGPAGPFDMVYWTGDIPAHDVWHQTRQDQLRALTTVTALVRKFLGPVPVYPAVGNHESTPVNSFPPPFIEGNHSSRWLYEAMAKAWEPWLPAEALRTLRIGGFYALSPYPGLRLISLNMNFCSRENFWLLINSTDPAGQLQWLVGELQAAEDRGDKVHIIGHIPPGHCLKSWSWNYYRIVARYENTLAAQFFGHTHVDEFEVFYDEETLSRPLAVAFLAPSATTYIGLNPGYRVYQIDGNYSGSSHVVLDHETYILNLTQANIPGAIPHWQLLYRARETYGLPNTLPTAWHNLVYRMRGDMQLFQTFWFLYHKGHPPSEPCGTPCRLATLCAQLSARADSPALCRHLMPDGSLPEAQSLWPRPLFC
#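 Human placenta-derived ASM enzyme was preincubated with compound for 10 minutes at room temperature, then given fluorogenic substrate HMU-PC0 (9 uM final) for 60 minutes at 37 °C; a pH 10 stop preceded fluorescence reading at Ex 386/Em 447 nm.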
# Mito fusion yeast = inhibitors of mitochondrial division or activators of mitochondrial fusion; S. cerevisiae fusion-defective mutant growth rescue, CellTiterGlo 48 h; Potency, µM (doses to about 46.1 µM), for the others: top-dose growth rescue (activation), usual class: activators; 0.23% of 320,000 active; AID 485298;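 note: potency is the fitted concentration of half-maximal effect; % of control where 0% means no effect; nearly all actives have a fitted effect of over 45% in size; temperature-sensitive fusion mutants such as fzo1-1 at 37 °C on non-fermentable ethanol glycerol medium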
#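 Growth-rescue viability read-out: after 48 h at the non-permissive 37C in glycerol/ethanol YPEG, yeast mitochondrial fusion mutants are measured by CellTiterGlo luminescence; compounds (23 nl pinned per well) restoring growth score as division inhibitors or fusion activators.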
# A-T KAP1 phos = candidate therapy for ataxia-telangiectasia; Potency, µM (top dose mostly 57.5 µM), for the others: at the top dose activation, usual class: activators; AID 485349; […] A-T fibroblasts, KAP-1 phosphorylation AlphaLISA; neocarzinostatin DNA damage 30 min before lysis; 0.19% of 320,000 active; note: potency is the fitted concentration of half-maximal effect; % of control where 0% means no effect; nearly all actives have a fitted effect of over 45% in size
#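 hTERT-immortalized A-T patient fibroblasts ([…]), 500 cells/well in OPTI-MEM, 1% FBS, got compounds for 60 min, then NCS for 30 min at 37C. Lysates were then assayed for phospho-KAP-1 by AlphaLISA (anti-pKAP1 donor, anti-KAP1 acceptor beads), 6 hr at 25C.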
# MBNL1-CUG inh = inhibitors of human MBNL1 binding to CUG repeat RNA; 0.036% of 280,000 active; Potency, µM (series often up to 57.5 µM), for inactives: top-dose activity change, negative = inhibition, usual class: inhibitors; Q9NR56; TR-FRET MBNL1-His/biotin-(CUG)12 binding, 665/545 ratio; active = well fitted inhibition curve with a large enough effect in the signal ratio, with a control signal flat, not every such curve was filed as active; inconclusive = small, poorly fitted or top-dose-only effect, or effect the other way, or a change in a side signal; inactive = no such curve, though single readings can be large or run the other way; the % refers to the signal ratio; note: potency is the fitted concentration of half-maximal effect; % is set by controls: 0 for no effect and ±100 for the full control effect
# Target sequence (Q9NR56 whole entry, looked up): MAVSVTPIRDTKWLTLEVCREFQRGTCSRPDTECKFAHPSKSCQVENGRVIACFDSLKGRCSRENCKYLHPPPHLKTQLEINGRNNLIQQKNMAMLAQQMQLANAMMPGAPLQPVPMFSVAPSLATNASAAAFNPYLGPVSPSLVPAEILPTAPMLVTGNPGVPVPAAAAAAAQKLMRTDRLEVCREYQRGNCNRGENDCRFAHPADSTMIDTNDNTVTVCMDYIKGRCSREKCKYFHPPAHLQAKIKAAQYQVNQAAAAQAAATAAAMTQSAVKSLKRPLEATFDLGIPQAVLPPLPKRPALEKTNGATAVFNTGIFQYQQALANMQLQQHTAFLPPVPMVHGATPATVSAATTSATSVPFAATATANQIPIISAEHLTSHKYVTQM
#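 Ratiometric TR-FRET (665 over 545 nm, excitation 340 nm) tracks disruption of MBNL1-His/biotin-(CUG)12 complex after 60 min at room temperature, with compounds at 92 nM to 58 uM final.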
# An asterisk follows results filed as active; i = inactive; u = inconclusive; x = no result given; [ ] = dose if it differs, or a comment. Unless noted, calls come from the whole dose curve; as a rule, active = well fitted curve in the direction sought with a large enough effect; inconclusive = small, poorly fitted or top-dose-only effect, or another doubt; inactive = no such curve, though single readings can be large; an effect the other way counts as inactive or inconclusive. Not all compounds are listed; the hit share may differ from the screen's.
mol,Menin-MLL TR inh,TSHR antagonist,Integrin act MD,TCR act,PTAP TSG101 blk,CXXC DNA block,ASM inhibitor,Mito fusion yeast,A-T KAP1 phos,MBNL1-CUG inh
O=C(Nc1ccc(S(=O)(=O)Nc2nccs2)cc1)c1cc(-c2ccccn2)nc2ccccc12,u,1,12%,-6%,-11%,8%,-7%,-1%,2%,17%
COc1ccc(C2OC(=O)CC2C(=O)NC(C)C)cc1 (centres undefined),0%,3,11%,3%,-5%,-10%,4%,0%,1%,-6%
O=C(NCC1CCCO1)c1cn(Cc2ccccc2Cl)nc1-c1ccccc1 (centres undefined),x,8,19%,0%,-1%,x,0%,-3%,-5%,x
Cc1cccnc1CCNC(=O)CC1C(=O)NCCN1CC1CCCCC1 (centres undefined),-10%,-4,u,3%,-8%,-14%,6%,3%,4%[11.5 µM],5%
CC(=O)c1ccc(NC(=O)CSc2nc3nc(C)cc(C)n3n2)cc1,-3%,-6,5%,0%[46.1 µM],-6%,6%,1%,-8%,12%,-6%
NC(=O)c1nsc(C(=O)N(CC(=O)NCc2ccc(F)cc2)Cc2ccco2)c1N,2%,28,-20%,-2%,-3%,-1%,127%[activator],1%,x,u
COc1cc(C(=O)NC2CCCc3ccccc32)ccc1OCC(=O)Nc1ccc(F)cc1 (centres undefined),10%,-3,9%,4%[46.1 µM],-1%,5%,0%,-7%,-10%,1%
CCn1c(SCc2nc(-c3ccccc3)no2)nnc1-c1ccco1,u,0,0%,-1%[46.1 µM],-7%,9%,-1%,5%,-4%,-10%
Cc1ccc2c(c1)[C@H]1[C@H](CO2)[C@H](c2ccccc2)[C@]2(C)C(=O)Nc3ccc(Cl)cc3C(=O)N12,x,-26,-22%,2%,1%,x,-14%,x,-1%,x
CCN(CC)C(=O)C1CCCN(C/C=C/c2ccccc2)C1 (centres undefined),2%,1,7%[7.66 µM],x,-7%,-1%,6%,-2%,-3%,u
COc1cccc(CN2CCCC(C(=O)c3ccc4c(c3)OCO4)C2)c1O (centres undefined),-9%,-9,-4%,0%,-2%,2%,1%,-2%,-2%,-7%
CC(C)C(NC(=O)c1ccccc1NC(=O)c1ccco1)C(=O)O (centres undefined),-7%,-4,5%,-24%,-2%,21%,7%,-3%,3%,-3%

# More entries
mol,Menin-MLL TR inh,TSHR antagonist,Integrin act MD,TCR act,PTAP TSG101 blk,CXXC DNA block,ASM inhibitor,Mito fusion yeast,A-T KAP1 phos,MBNL1-CUG inh
CC(C)CN1C2CCCC1CC(NC(=O)c1ccc([N+](=O)[O-])cc1)C2 (centres undefined),-6%,-38,u,-2%,2%,3%,-1%,-2%,1%,u
c1ccc(-c2cc(-c3nc(-c4ccccn4)no3)c3ccccc3n2)cc1,x,x,13%,3%,-2%,x,-4%,x,x,x
Cc1nn(Cc2ccccc2)c(Cl)c1C(=O)OC(C)C#N (centres undefined),11%,28,-40%,0%,-1%,2%,-4%,10%,-4%,-8%
Cc1ccc(S(=O)(=O)CCC(=O)N2CCN(c3ccccc3F)CC2)cc1,-3%,-5,6%,-9%,-7%,8%,0%,21%,1%,-3%
CC1CCC2(CC1)NC(=O)N(CC(=O)NCc1ccc(F)cc1)C2=O (centres undefined),x,13,7%,4%,0%,x,3%,-4%,0%,x
Cc1ccc(-n2[nH]c(C)c(C=NCc3ccncc3)c2=O)cc1,x,2,21%,8%,-3%,-4%,-1%,-4%,2%,16%
CCOC(=O)c1c(CN2CCN(C)CC2)oc2ccc(OC)cc12,13%,2,10%,2%,-6%,-1%,2%,-5%,-3%,-2%
CCOc1ccc(NC(=O)N2CCCC2C(=O)NCC2CCCO2)cc1 (centres undefined),9%,-3,3%,x,-6%,17%,0%,-1%,2%,1%
Cc1cc(C)n(CC(O)COCc2ccccc2)n1 (centres undefined),6%,14,-11%,-1%,-6%,-4%,2%,-4%,0%,6%
COC(=O)CNC(=O)C1Cc2ccccc2CN1S(=O)(=O)c1cccs1 (centres undefined),x,1,-17%,-12%,-3%,-3%,2%,1%,-38%,-3%
CCOC(=O)C1CCCN(C(=S)Nc2cccc(Cl)c2)C1 (centres undefined),-2%,6,-7%,-5%[46.1 µM],-1%,-7%,3%,-2%,0%,-3%
O=C(NNC(=O)C12CC3CC(CC(C3)C1)C2)c1ccccn1,x,-4,-52%[inhibitor],6%,0%,-14%,2%,9%,-8%,-2%

# Further entries.
mol,Menin-MLL TR inh,TSHR antagonist,Integrin act MD,TCR act,PTAP TSG101 blk,CXXC DNA block,ASM inhibitor,Mito fusion yeast,A-T KAP1 phos,MBNL1-CUG inh
O=C1c2ccccc2C(O)(Cc2ccccc2)N1C1CCCCC1 (centres undefined),-14%,x,-27%,7%,0%,-6%,-3%,10%,x,-9%
CC(=O)NC(c1ccc(Cl)cc1Cl)c1ccc2cccnc2c1O (centres undefined),15%,20,35%,4%,-4%,u,-4%,5%,-3%,18%
CC(C)[C@H](NC(=O)N1CCn2c1nc1ccccc12)C(=O)N[C@@H](C(=O)O)c1ccccc1,-2%,7,-3%,6%,1%,25%,-1%,-2%,-3%,-4%
COc1cc(Cl)c(C)cc1NC(=O)CSc1cc(Cl)ccc1Cl,u,-5,29%,-2%[46.1 µM],1%,15%,-5%,24%,9%,0%
COc1ccc(NC(=O)CCCOc2ccc(Cl)c(C)c2)cc1S(=O)(=O)N1CCOCC1,x,-23,-14%,1%,-5%,x,u,x,15%,x
O=C(c1ccc([N+](=O)[O-])cc1)N(Cc1cccs1)C1CCS(=O)(=O)C1 (centres undefined),-28%,25,20%,4%,-3%,-8%,4%,3%,7%,u
CC(C)(C)n1nnnc1CN1CCSCC1,2%,7,4%,-13%,0%,3%,9%,-3%,-8%,-8%
COC(=O)NNC(=O)C1CCC(C)CC1 (centres undefined),-4%,-5,7%,-1%,0%,3%,3%,0%,9%,-15%
CCN(CC)CCN(Cc1cc2cccc(C)c2[nH]c1=O)C(=S)Nc1ccccc1,u,-1,u,8%,-1%,-3%,3%,-2%,-6%,-1%
O=C(COC(=O)CC(c1ccccc1)c1ccccc1)NCc1ccccc1,-9%,48,u,-10%[46.1 µM],-5%,0%,-5%,20%,3%,x
CN(C)c1ccc(NC(=O)CC2NCCNC2=O)cc1 (centres undefined),-17%,x,-15%,4%,-6%,-8%,1%,-5%,x,8%
CSc1ccccc1OCc1cc(C(=O)NCc2cnc(C)cn2)no1,x,3,3%,2%,-7%,0%,2%,0%,10%,0%

# Remaining list, next part.
mol,Menin-MLL TR inh,TSHR antagonist,Integrin act MD,TCR act,PTAP TSG101 blk,CXXC DNA block,ASM inhibitor,Mito fusion yeast,A-T KAP1 phos,MBNL1-CUG inh
O=C(CCSc1nnc(-c2ccncc2)o1)Nc1ccccc1,-9%,4,10%,x,0%,-6%,-4%,-1%,10%,-5%
CCOC(=O)CNC(=O)c1cnc(Nc2ccccc2OC)c2ccccc12,-8%,-8,-9%,-3%,-3%,15%,22%,15%,9%,u
O=c1[nH]c(COc2ccc(Br)cc2Cl)nc2ccccc12,x,-5,0%,-1%,-3%,5%,-11%,11%,6%,6%
COc1ccc(CNS(=O)(=O)c2ccc(-n3cnnn3)c(C)c2)cc1,x,2,-14%,5%,-5%,-4%,1%,5%,4%,-6%
CCCCNC(=O)C1c2ccccc2C(=O)N(c2ccc(OC)cc2)C1c1ccc(OC)cc1 (centres undefined),-7%,3,21%,3%,-7%,1%,2%,-4%,-2%,-5%
NS(=O)(=O)c1ccc(NC(=O)N2c3ccccc3Sc3ccccc32)cc1,1%,13,-9%,x,-5%,7%,0%,1%,6%,19%
CCCCOC(=O)Nc1ccc(C(N)=O)cc1,5%,-2,4%,-6%,-2%,7%,-1%,-4%,-3%,-2%
Cc1cc(NC(=O)Cn2cnc3sccc3c2=O)no1,x,11,19%,-11%,-4%,x,7%,x,-2%,x
COc1cc(C(C)=O)ccc1OCC(=O)OC(C)C(=O)c1ccc(F)cc1 (centres undefined),x,x,12%,0%,6%,x,3%,x,-8%,x
Cc1cc(C)cc(OCC(O)CN2C(=O)NC(C)(C)C2=O)c1 (centres undefined),2%,6,-26%,0%,-3%,2%,6%,0%,-3%,1%
N#Cc1c(-c2ccc(Cl)cc2)c2c([nH]c1=O)-c1ccccc1OC2,x,-3,10%,0%,-2%,-11%,i,5%,u,-4%

# High-throughput results: PubChem BioAssay, National Center for Advancing Translational Sciences (NCATS)
